Xi reactivation = reactivates the inactive X chromosome in mouse fibroblasts; XiGFP mouse fibroblasts, % GFP-positive cells imaging, 3 d; cells co-treated with 5-aza-dC sensitizer; scaled so ellipticine positive control = 100%; activation, % at 7.58 µM; hit rate 0.055% among 360,000; AID 743238;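 active = mean normalized replicate activation at least 10% and every replicate at or above 10%; inconclusive = only one of the two criteria met; inactive = mean below 10% and not all replicates reach 10%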;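 note: 0% = median of on-plate neutral control wells and 100% = ellipticine 6 µM median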
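Material: XiGFP fibroblasts, SV40-immortalized. Buffer or medium: DMEM plus 5-aza-dC sensitizer. Compound: single concentration per compound, delivered by pin transfer. Times: 3 days compound exposure. Controls: ellipticine 6 µM.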
E-selectin induc = E-selectin induction on HUVECs; HUVEC E-selectin immunofluorescence imaging; normalized: neutral wells 0, TNF-alpha wells 100; hit rate 0.37% among 260,000; P16581; activation, % at 7.58 µM;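 active = mean E-selectin-positive cell signal at least 10% of the positive control, reached in at least 60% of replicates, without over 20% cell loss; inconclusive = no rule given, readout overlaps actives, possibly toxicity-flagged; inactive = the rest, including those meeting only one limit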;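 note: in these data hits start at about 27%; measured in HUVEC primary endothelial cells; signal is the percent of cells scored E-selectin positive by PE staining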
Target sequence (P16581 whole entry, looked up): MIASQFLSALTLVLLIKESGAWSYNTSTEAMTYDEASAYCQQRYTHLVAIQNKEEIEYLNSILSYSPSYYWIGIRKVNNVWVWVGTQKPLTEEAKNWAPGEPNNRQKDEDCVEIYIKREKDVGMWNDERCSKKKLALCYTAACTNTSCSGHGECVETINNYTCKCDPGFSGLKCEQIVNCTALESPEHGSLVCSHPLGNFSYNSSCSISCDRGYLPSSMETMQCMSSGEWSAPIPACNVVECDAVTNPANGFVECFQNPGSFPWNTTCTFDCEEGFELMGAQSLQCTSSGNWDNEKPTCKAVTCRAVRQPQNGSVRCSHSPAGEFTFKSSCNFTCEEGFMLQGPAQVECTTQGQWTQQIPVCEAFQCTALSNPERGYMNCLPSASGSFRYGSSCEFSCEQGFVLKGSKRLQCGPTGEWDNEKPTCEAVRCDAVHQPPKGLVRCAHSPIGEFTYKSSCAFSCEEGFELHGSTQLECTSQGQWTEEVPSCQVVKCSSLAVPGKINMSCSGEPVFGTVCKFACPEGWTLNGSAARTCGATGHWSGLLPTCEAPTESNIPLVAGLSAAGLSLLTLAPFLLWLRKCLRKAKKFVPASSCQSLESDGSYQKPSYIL
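Read-out basis: % PE-positive cells; Test system: HUVEC primary endothelial cells; Technique: immunofluorescence imaging; Dosing: single-point compound dose.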
CASP6 VEID inh = blocks human caspase-6 cleavage activity; P55212; purified caspase-6, Z-VEID-R110 cleavage fluorescence; inhibition, % at 12.5 µM; AID 686996; hit rate 0.53% among 350,000;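 active = mean inhibition across replicates at least about 35%, with every replicate also reaching that limit, limit read from the data; inconclusive = only one of the two criteria met; inactive = neither criterion met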;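 note: 0% = median of neutral control wells and 100% = no fluorescence left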
RAD52 anneal inh = inhibitors of human RAD52 DNA annealing; recombinant RAD52 DNA annealing, FRET fluorescence; inhibition, % at 18.7 µM; hit rate 0.46% among 360,000; AID 651710;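 active = every replicate showing at least 50% inhibition; inconclusive = mean inhibition at least 50% but not in every replicate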
Target sequence (P43351 whole entry, looked up): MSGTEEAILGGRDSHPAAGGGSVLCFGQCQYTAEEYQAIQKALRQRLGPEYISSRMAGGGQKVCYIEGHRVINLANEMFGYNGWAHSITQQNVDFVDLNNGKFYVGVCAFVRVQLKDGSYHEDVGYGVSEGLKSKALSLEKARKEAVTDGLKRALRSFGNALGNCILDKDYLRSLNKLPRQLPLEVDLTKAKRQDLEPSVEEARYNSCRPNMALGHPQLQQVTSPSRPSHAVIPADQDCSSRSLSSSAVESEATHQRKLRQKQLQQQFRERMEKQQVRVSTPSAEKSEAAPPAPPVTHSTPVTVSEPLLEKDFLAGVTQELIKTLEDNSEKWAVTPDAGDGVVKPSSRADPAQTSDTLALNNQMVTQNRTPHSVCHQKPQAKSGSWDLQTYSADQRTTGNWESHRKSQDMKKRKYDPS
DENV2 CPE rescue = protects cells from dengue virus 2 cytopathic effect | DENV2-infected cells, cytopathic effect rescue, plate reader | CPE inhibition, % at 9.99 µM | hit rate 1.7% among 350,000 | AID 651640; in the data active = CPE inhibition above about 20%, passing the limit was not always enough; inconclusive = no clear call, values can overlap the other calls; tested in BHK-21 cells;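 note: 0% = median of neutral control wells and 100% = median of positive control wells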
RAD54 inh = inhibitors of human RAD54 branch migration; RAD54 Holliday junction branch migration, FAM/BHQ fluorescence; inhibition, % at 10.4 µM; hit rate 0.14% among 360,000;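 active = mean normalized replicate activity at least 40 and at least half of replicates scoring 40 or more; inconclusive = only one of the two criteria met; inactive = mean below 40 and under half of replicates reaching 40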;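 note: 0% = median of neutral control wells and 100% = median of positive control wells; inhibitors cause a drop in the FAM fluorescence signal; in these data hits start at about 50%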
CFTR F508del cor = correctors of CFTR F508del function in bronchial epithelial cells | CFBE cells, YFP halide quenching; stimulated with forskolin plus potentiator P3; % fluorescence drop versus neutral controls | activity (quench increase), % at 7.58 µM | hit rate 0.36% among 350,000 | AID 720511;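 active = mean added fluorescence quench of at least 8% versus neutral control, with both replicates also reaching 8%; inconclusive = only one of the mean or replicate conditions met; inactive = mean below 8% and not both replicates reaching 8%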;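 note: cells transiently co-express mutant CFTR-F508del with the halide-sensitive YFP; corrector assay measuring rescue of mutant channel to the surface after 24 h compound exposure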
INS-1E GSIS act = primary screen for activators of insulin secretion dependent on glucose, INS-1E cells, GLuc reporter luminescence; INS-1E GLuc reporter insulin secretion, 2-3 h; activation, % at 16.6 µM; hit rate 0.61% among 370,000;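 active = lowest replicate activation of at least 40%, so every replicate reaches that level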;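 note: 0% = median of neutral control wells and 100% = median of IBMX positive control wells; some compounds called inactive have numbers as strong as hits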
Numbers without * were called inactive; ? = inconclusive; · = no result given; & = joins results of further samples.

Every second line gives: Xi reactivation | E-selectin induc | CASP6 VEID inh | RAD52 anneal inh | DENV2 CPE rescue | RAD54 inh | CFTR F508del cor | INS-1E GSIS act
> OC(c1ccc(F)cc1)c1ncc(-c2ccc(Oc3ccccc3)cc2)[nH]1 (configuration not stated)
  0.5 | 0.2 | 6 | -170 | -10 | -5 | -3.0 | -35
> Cc1cc(C(=O)CSc2nncn2C)c(C)n1-c1ccccc1
  0.1 | 0.5 | 0 | -7 | -3 | · | 0.1 | -7
> CN(C)C(=O)c1cccc(-c2ccc3nncn3c2)c1
  0.0 | 0.1 | 3 | -20 | -1 | 4 | 3.6 | -2
> Cc1ccc(S(=O)(=O)CCSc2n[nH]c(=O)n2-c2ccc3c(c2)OCCO3)cc1
  0.0 | -0.1 | -1 | -21 | 0 | · | -5.8 | 6
> O=c1sc2ccccc2c(N2CCCC2)c1[N+](=O)[O-]
  -0.3 | 2.8 | -2 | -21 | 8 | -7 | -0.8 | 12
> CNC(=O)C[C@@H]1CC[C@@H]2[C@@H](COc3ccc(NC(=O)Nc4cccc(C)c4)cc3C(=O)N2C)O1
  0.2 | 0.1 | 3 | -3 | -11 | 4 | -2.2 | 16
> COc1ccc(S(=O)(=O)N(C)C[C@H]2OCCCC[C@@H](C)Oc3ccc(NC(=O)CCCN(C)C)cc3C(=O)N([C@H](C)CO)C[C@@H]2C)cc1
  0.4 | 0.0 | -1 | 15 | 6 | 3 | 1.3 | -1
> O=C(CNC(=S)N(CCCN1CCOCC1)Cc1cccs1)N1CCCC1
  0.1 | 0.0 | -1 | 0 | -7 | -7 | -2.2 | 7
> CCOCCC(=O)Nc1ccc2c(c1)c(=O)n(C)n2-c1ccc2ccccc2c1
  1.4 | 0.4 | 1 | -12 | 1 | -1 | 7.3 | 27
> Cn1c(CCCNC(=O)c2ccco2)nc2ccccc21
  0.0 | · | 0 | -35 | -10 | 12 | -1.4 | 14
> O=C(NCCCn1ccnc1)C(=O)NCC1OCCN1S(=O)(=O)c1ccc(F)cc1 (configuration not stated)
  0.0 | 1.6 | -56 | 0 | 1 | -7 | -3.1 | ·
> CC1(C)CC(=NOC(=O)c2ccccc2)CC(C)(C)N1O
  -0.1 | 5.6 | 7 | 0 | 8 | 3 | · | -3
> CO[C@@H]1CN(C)C(=O)c2cc(NC(=O)NC3CCCCC3)ccc2OC[C@H](C)N(CC2CC2)C[C@@H]1C
  0.1 | -0.1 | -2 | -3 | 17 | 2 | -0.5 | 12
> O=C1CSC(=S)N1N=Cc1ccccc1O
  -0.1 | ? | 16 | -62 | -8 | · | -1.0 | -11
> C[C@H](CO)N1C[C@H](C)[C@@H](CN(C)C(=O)Nc2ccc(F)cc2)OCCCC[C@H](C)Oc2ccc(NS(=O)(=O)c3ccc(F)cc3)cc2C1=O
  0.0 | -0.1 | · | · | 9 | 7 | -0.6 | 6
> C[C@@H]1CN([C@H](C)CO)C(=O)c2cc(C3=CCCC3)cnc2O[C@@H]1CN(C)C(=O)CN1CCOCC1
  0.0 | 1.1 | 1 | -4 | 10 | 12 | -0.6 | 9
> O=C(C1CCOCC1)N1C[C@H]2[C@@H](c3ccccc31)[C@H](CO)N2Cc1ccccc1
  -0.1 | -0.5 | -2 | -8 | 19 | -7 | 4.0 | 4
> CCOC(=O)c1c(Nc2ccccc2OCCOC)n[nH]c1C
  0.0 | -0.1 | 3 | -9 | 11 | 7 | 1.1 | 15
> N#Cc1nc(COc2ccccc2Cl)oc1NCc1ccc(F)cc1
  · | · | -2 | -4 | 9 | -2 | 3.3 | 1
> COCCn1ccc2c(OCC(=O)NCCc3ccccc3)cccc2c1=O
  0.0 | · | -1 | -10 | ? | -9 | -4.5 | 13
> Cc1ccc(/C=N/N2CCN(c3ccccc3)CC2)cc1
  0.0 | · | 9 | -6 | -3 | · | -3.3 | 16
> NS(=O)(=O)c1ccc(NC(=O)CN(C(=O)C(F)(F)F)C2CCCC2)cc1
  0.0 | 0.0 | 1 | -9 | 13 | -6 | 4.2 | -6
> CCOCCCN(CCC#N)C(=O)C1CCN(S(=O)(=O)c2ccc(-n3cnnn3)cc2)CC1
  0.4 | 0.0 | -1 | -10 | -3 | -6 | -2.1 | -14
> C[C@@H]1CN([C@@H](C)CO)C(=O)c2cccc(NC(=O)c3ccc(-c4nccs4)cc3)c2O[C@H]1CN(C)CC1CC1
  0.0 | 0.1 | · | 0 | ? | 4 | 1.4 | -25
> COc1ccc(NC(=O)N(C)C[C@@H]2Oc3ccc(NS(=O)(=O)c4cccs4)cc3CC(=O)N([C@H](C)CO)C[C@H]2C)cc1
  0.1 | 0.0 | · | · | -3 | 1 | -4.6 | -2
> O=[N+]([O-])c1ccc(OCCOCCOc2ccc([N+](=O)[O-])cc2)cc1
  0.0 | 0.1 | 0 | -9 | 0 | 0 | -0.5 | 7
> COc1ccc(C2(CNS(=O)(=O)c3ccc(C)cc3)CCOCC2)cc1
  -0.1 | · | 1 | -16 | -2 | -5 | -0.6 | ·
> C/C(=N\NC(=O)CCCNc1ccc(C)cc1)c1ccccn1
  0.7 | -2.1 | 5 | -26 | · | · | · | -2
> COc1ccc(S(=O)(=O)Nc2ccc3c(c2)C(=O)N([C@@H](C)CO)C[C@H](C)[C@H](CN(C)S(=O)(=O)c2ccccc2)OCCCC[C@@H](C)O3)cc1
  0.2 | 0.0 | 1 | 7 | 8 | · | 3.5 | -16
> COc1ccccc1-n1c(SCC(=O)N2CCCCC2)nc(O)c(Cc2ccccc2)c1=O
  0.0 | 1.9 | 4 | 0 | 6 | -4 | -0.6 | -6
> CCCC#Cc1ccc2c(c1)O[C@H](CN(C)C(=O)NC(C)C)[C@H](C)CN([C@H](C)CO)S2(=O)=O
  -0.7 | 0.0 | -1 | -9 | 1 | -2 | -0.7 | -18
> COCc1c(C(=O)N2CCN(CCOc3ccccc3)CC2)oc2ccccc12
  0.0 | 1.0 | 2 | -12 | 1 | 1 | -0.6 | -39
> Cc1ccc(Nc2nc(-c3cccs3)cs2)nc1
  0.1 | · | 7 | -30 | 1 | -3 | 0.2 | 8
> COc1cc(C(=S)N2CCOCC2)ccc1OC(=O)c1cc([N+](=O)[O-])cc([N+](=O)[O-])c1
  0.0 | 0.0 | · | · | · | -1 | · | -10
> O=C(C[C@H]1C=C[C@H](NC(=O)Nc2ccccc2)[C@H](CO)O1)NCc1ccccn1
  0.0 | -0.4 | -3 | 14 | -2 | -2 | 1.6 | 7
> O=S(=O)(NCc1ccco1)c1cnc(Cl)c(Cl)c1
  0.0 | -0.5 | 0 | -15 | 5 | -4 | 2.5 | -11
> O=S(=O)(NC1CCCCC1Sc1ncccn1)c1ccccc1 (configuration not stated)
  0.2 | -0.2 | · | · | · | 6 | · | 3
> CCCN1C2CCCC1CC(NC(=O)NC13CC4CC(CC(C4)C1)C3)C2 (configuration not stated)
  -0.1 | · | 1 | -15 | 3 | -1 | 1.7 | -1
> O=C(Nc1ccc(S(=O)(=O)N2CCCCC2c2cccnc2)cc1)c1c(F)cccc1F (configuration not stated)
  0.5 | · | 1 | -13 | -8 | · | 2.8 | 2
> Cn1c(Oc2ccc(F)cc2)c(C=O)c2ccccc21
  -0.1 | · | 2 | -21 | -5 | · | 0.2 | -9
> CN(C)C(CNC(=O)c1ccccc1OCc1ccc(Cl)cc1)c1ccco1 (configuration not stated)
  0.2 | 3.0 | 5 | 4 | -7 | -4 | 1.6 | -12
> COc1ccc2cc3[n+](cc2c1OC)CCc1cc2c(cc1-3)OCO2
  0.1&0.0 | 0.2 | 13 | 75* | -4&14 | 72* | 5.3&2.3 | -18
> Cc1c(OC(C)C(=O)N2C[C@H]3C[C@@H](C2)c2cccc(=O)n2C3)ccc2c3c(c(=O)oc12)CCC3 (some centres not stated)
  · | · | 4 | 1 | -2 | 0 | 0.3 | -8
> C[C@H]1CN([C@@H](C)CO)C(=O)Cc2cc(NC(=O)CCCCCC(=O)Nc3ccccc3N)ccc2O[C@@H]1CN(C)Cc1ccccc1
  0.1 | -0.5 | -1 | -4 | -2 | 5 | -1.5 | -2
> Cc1nc2ccc(NC(=O)[C@H](C)N3C(=O)C4CC=CCC4C3=O)cc2s1 (some centres not stated)
  0.1 | 0.9 | -1 | -7 | -1 | -1 | -3.1 | 6
> O=Cc1c(OCc2ccccc2)ccc2ccccc12
  0.1 | · | 4 | -16 | -6 | 1 | -0.8 | -3
> COc1ccccc1N1CCN(C(=O)c2sc3nc(C)nc(N4CCN(c5ccccn5)CC4)c3c2C)CC1
  0.1 | · | 1 | -5 | -2 | 0 | 0.0 | -13
> CCCc1cc(=O)oc2cc(C)cc(OCC(=O)NCCN3CCOCC3)c12
  0.1 | 2.1 | -2 | -7 | 1 | -8 | 1.4 | -1
> CCCNC(=O)C(Cc1ccc(OC)cc1)NC(=O)c1ccc(Cl)cc1 (configuration not stated)
  0.2 | 0.3 | -5 | 1 | 3 | -8 | -0.4 | 4
> C[C@@H]1CN([C@H](C)CO)C(=O)Cc2cc(NC(=O)c3ccncc3)ccc2O[C@H]1CN(C)Cc1ccc(C(F)(F)F)cc1
  -0.9 | 0.0 | -1 | 3 | -8 | -9 | -1.0 | -6

Further compounds
Every second line gives: Xi reactivation | E-selectin induc | CASP6 VEID inh | RAD52 anneal inh | DENV2 CPE rescue | RAD54 inh | CFTR F508del cor | INS-1E GSIS act
> CC(=O)c1sc2c(c1OC(=O)c1ccc(Cl)cc1)c(=O)n(-c1ccccc1)c(=S)n2-c1ccccc1
  0.0 | 4.3 | 1 | -164 | 6 | · | 3.7 | -4
> O=[N+]([O-])c1ccccc1N/N=C/c1ccccc1
  0.0 | 0.0 | 1 | -9 | -1 | 9 | -1.5 | -2
> C[C@H](CO)N1C[C@H](C)[C@H](CN(C)Cc2ccc(C(F)(F)F)cc2)Oc2ccc(NC(=O)Nc3ccccc3)cc2CC1=O
  0.0 | -0.2 | 1 | -21 | 25* | -2 | -3.8 | -15
> Cc1ccccc1NC(=O)CCCCCN1C(=O)[C@@H]2Cc3ccccc3CN2C1=O
  0.0 | -0.6 | 0 | -5 | -2 | 2 | 4.1 | 9
> CCC(=O)N1CC(=O)N2[C@H](CO)[C@@H](c3ccc(-c4ccccc4C)cc3)[C@H]2C1
  0.3 | 0.3 | 1 | 2 | 0 | · | -0.9 | -7
> c1ccc(NCCSc2nc3ccccc3s2)cc1
  0.3 | 2.0 | -2 | -12 | -3 | · | 0.1 | ·
> O=C(NN1CC(C(=O)OCc2ccc(Br)cc2)CC1=O)c1ccccc1 (configuration not stated)
  0.0 | -0.2 | -2 | -1 | 5 | 4 | -0.2 | -18
> C[C@H]1CN([C@@H](C)CO)C(=O)c2ccccc2-c2ccccc2CO[C@@H]1CN(C)C(=O)C1CC1
  0.0 | 0.0 | -1 | -2 | 13 | 2 | -0.1 | 6
> C[C@@H]1CCCCO[C@H](CN(C)Cc2ccncc2)[C@@H](C)CN([C@@H](C)CO)C(=O)c2cc(NS(=O)(=O)c3ccc(F)cc3)ccc2O1
  0.3 | -0.2 | 1 | 6 | -5 | 5 | 3.8 | -14

High-throughput results from PubChem BioAssay.

The order is random. Share with any hit: about 3.7%.
